# Source: PubChem BioAssay (several laboratories)
# NF-kB expr up: activators of NF-kB expression in neurons, primary screen, cell-based, HTS | fold change at 12.5 µM | actives 1.6% (n = 190,000) | human neuronal cells, NF-kB reporter expression; active compounds read high; in the data active = fold change above about 3.3
# APP 5'UTR act: activators of APP 5'UTR luciferase reporter, primary screen, SH-SY5Y cells; actives 1% (n = 190,000); SH-SY5Y APP 5'UTR luciferase reporter, luminescence; zero percent = DMSO vehicle wells; activation, % at 2 µM; AID 1276, 2008;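 active = activation above a set limit, based on mean plus 3 SD of controls, cut at about 140% in these data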; note: values of inactives mirror those of a sister screen read the other way
# APP transl inh: inhibitors of APP translation via 5'UTR reporter, primary screen, APP 5'UTR luciferase, SH-SY5Y cells | SH-SY5Y APP 5'UTR-luciferase reporter, luminescence | inhibition, % at 2 µM | actives 0.82% (n = 190,000) | AID 1285, 2008;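 active = inhibition above a set limit, derived from the sample mean plus 3 SD, cut at about 45% in these data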; note: values of inactives mirror those of a sister screen read the other way
# Hsp70 act: Hsp70 transcriptional activators, primary screen, cell-based, HeLa, Hsp70 promoter luciferase, luminescence, 10 µM. activation, % at 10 µM. actives 0.04% (n = 200,000). HeLa Hsp70 promoter luciferase reporter; scaled: vehicle 0, proteasome-inhibitor control 100%. AID 1203, 2008;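 active = activation above the mean across all tested compounds plus 3 SD, cutoff set per campaign, cut at about 5.5% in these data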;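 note: 100% = MG132 at 30 µM as the positive control and 0% = DMSO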
# FLuc inh counter: firefly luciferase enzyme inhibitors, primary screen, artefact control for luciferase-based inhibitor screens, biochemical, luminescence, ATPLite; AID 1006, 2008; 10 min; actives 1.5% (n = 200,000); Luciferin 4-monooxygenase (Photinus pyralis), P08659; inhibition, % at 10 µM;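 active = inhibition above about 50% when tested at 10 µM, limit read from the data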
# Target sequence (P08659 whole entry, looked up): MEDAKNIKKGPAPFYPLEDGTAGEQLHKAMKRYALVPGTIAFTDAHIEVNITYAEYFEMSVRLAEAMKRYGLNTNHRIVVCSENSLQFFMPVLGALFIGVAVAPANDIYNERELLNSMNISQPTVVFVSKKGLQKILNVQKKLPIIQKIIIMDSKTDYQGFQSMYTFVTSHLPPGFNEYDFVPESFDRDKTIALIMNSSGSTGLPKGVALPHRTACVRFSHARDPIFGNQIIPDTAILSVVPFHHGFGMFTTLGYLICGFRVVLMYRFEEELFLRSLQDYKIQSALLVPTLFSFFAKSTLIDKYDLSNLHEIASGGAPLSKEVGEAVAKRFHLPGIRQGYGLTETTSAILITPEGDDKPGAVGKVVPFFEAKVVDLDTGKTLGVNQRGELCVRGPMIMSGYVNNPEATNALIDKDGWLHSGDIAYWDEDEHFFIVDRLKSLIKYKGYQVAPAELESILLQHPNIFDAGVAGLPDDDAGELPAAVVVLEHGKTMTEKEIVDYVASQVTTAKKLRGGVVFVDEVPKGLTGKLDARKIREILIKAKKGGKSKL
# RAM network inh: inhibitors of the yeast RAM network, primary screen, dse1pr::URA3 reporter, 5-FOA selection. actives 1.8% (n = 190,000). inhibition, % at 50 µM. S. cerevisiae dse1pr::URA3 reporter, 5-FOA growth OD615, 2 d; analog-sensitive cbk1-as2 kinase mutant strain;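 active = inhibition above a set limit, 3 SD over mean compound inhibition, cut at about 8.4% in these data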;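 note: 0% = DMSO-only wells with no growth and 100% = 10 µM 1-NA-PP1 full growth; inhibition rescues growth on 5-FOA so higher OD means more RAM inhibition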
# STAT1 activator: STAT1 signaling activators, primary screen, cell-based, HTS, luciferase reporter | NIH 3T3 STAT1-luciferase reporter, IFN-gamma, luminescence; 100% = IFN-gamma alone, no compound | activation (% of control), % at 5.5 µM | actives 2.6% (n = 200,000) | AID 932, 2007;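 active = activation above the screen-wide mean activation plus 3 SD, cut at about 130% in these data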;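 note: raw ratio to IFN-gamma control signal so 100% means no change and 0% no light; values of inactives mirror those of a sister screen read the other way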
# STAT1 blocker: STAT1 signaling inhibitors, primary screen, cell-based, HTS, luciferase reporter. inhibition, % at 5.5 µM. actives 0.35% (n = 200,000). NIH 3T3 STAT1-luciferase reporter, IFN-gamma, luminescence;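 active = inhibition above a set limit, the mean inhibition across all tested compounds plus 3 SD, cut at about 34% in these data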;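 note: 0% = IFN-gamma with DMSO and 100% = IFN-gamma with 300 µM nifuroxazide; values of inactives mirror those of a sister screen read the other way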
# STAT3 blocker: IL-6 driven STAT3 reporter inhibitors, primary screen, U3A cells, luciferase, luminescence, MLSCN library | actives 0.89% (n = 190,000) | inhibition, % at 5.5 µM | IL-6 STAT3-luciferase reporter; host cell line lacks STAT1;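 active = inhibition above the mean inhibition across all screened compounds plus 3 SD, cut at about 44% in these data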;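 note: 0% = DMSO only wells and 100% = 100 µM nifuroxazide control wells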
# STAT3 activator: IL-6 driven STAT3 reporter potentiators, primary screen, U3A cells, luciferase, luminescence, MLSCN library | actives 0.91% (n = 190,000) | activation (% of control), % at 5.6 µM | IL-6 STAT3-luciferase reporter; 100% = signal with IL-6 EC80 alone;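 active = activation above the screen-wide mean of compound activation plus 3 SD, cut at about 130% in these data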;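 note: 0% = background luminescence of wells with medium and substrate only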
#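 Detection: reporter luminescence signal / Assay system: STAT1-lacking human U3A cells, STAT3 luciferase reporter / Incubation: compound pre-incubation 1 h before IL-6, then 6 h stimulation at 37 °C / Control set: IL-6-only high control / Read-out: % activation relative to IL-6 control / Probe or stimulus: Interleukin-6, 33 ng/mL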
# * = called active by the depositor; . = no result given.
SMILES,NF-kB expr up,APP 5'UTR act,APP transl inh,Hsp70 act,FLuc inh counter,RAM network inh,STAT1 activator,STAT1 blocker,STAT3 blocker,STAT3 activator
COc1ccc(CCNc2ccncn2)cc1OC,1.1,0,0,0.1,-1,3.5,93,7,14,91
CS(=O)(=O)N(CC(=O)N/N=C/c1ccco1)c1ccccc1Br,1.2,-6,6,-0.3,0,1.5,103,-3,-5,103
CC(=O)Nc1ccc(N2CCN(C(=O)c3cccs3)CC2)cc1,1.2,4,-4,-0.2,-4,0.3,95,7,9,96
COC(=O)[C@@H]1CCCN1Cc1c(C(=O)N2CCCCC2)nc2c(C)cccn12,1.1,2,-2,-0.2,-7,1.8,92,7,-7,109
OCCNCCCCOc1cccc(Br)c1,1.1,41,-41,-0.1,4,3.2,102,-2,0,99
O=C(Nc1ccc(NC(=O)c2ccco2)c(Cl)c1)c1cccc([N+](=O)[O-])c1,1.5,-7,7,-0.1,-5,3.9,110,-13,20,85
O=S(=O)(c1ccc(NC(=S)N/N=C/c2ccc(Oc3ccccc3)cc2)cc1)N1CCOCC1,1.5,-1,1,-0.5,-3,2.2,93,5,16,90
Cc1csc(SCCN2C(=O)c3ccccc3C2=O)n1,2,-3,3,0.0,5,1.8,127,-29,-1,103
O=C(O)C1CC(=O)n2c(nc3ccccc32)S1 (stereo unspecified),0.96,-15,15,0.5,3,1.3,107,-8,-2,104
Cc1nc(C(=O)Nc2ccc(Cl)cc2)nn1-c1ccc([N+](=O)[O-])cc1,0.9,5,-6,-0.2,-4,3.1,102,-5,16,93
O=C(CCc1nnc(CCCc2ccccc2)o1)NCCc1ccccc1,1.3,26,-26,-0.2,-2,1.1,97,3,5,100
CCC(=O)N1CCc2cc(S(=O)(=O)NC(CC(C)C)C(=O)N3CCc4ccccc43)ccc21 (stereo unspecified),0.98,2,-2,0.0,-9,5.7,92,7,-17,121
COc1ccc(Nc2nc(N)nc(CSC(=S)N3CCC(C)CC3)n2)cc1,0.89,13,-14,-0.2,3,2.1,105,-6,1,102
CN1CCC(CO)(Cc2ccccc2)CC1,1.1,10,-10,-0.4,-6,2.4,88,11,8,98
CCC1(C)Cc2c(C#N)c(N)n(-c3ccccc3)c(=S)c2CO1 (stereo unspecified),.,1,-1,-0.2,-5,2.7,101,-1,-2,107
COc1ccc(C(=O)Nc2ncc3c(n2)CC(c2ccco2)CC3=O)cc1 (stereo unspecified),1.2,-5,5,-0.1,2,3.3,99,1,0,102
COc1ccccc1-n1c(SCC(=O)Nc2cccc3ccccc23)nc(O)cc1=O,0.83,12,-12,-0.1,0,1.7,98,2,-2,102
COC(=O)NCC(c1cccnc1)N1CCN(c2ccccc2OC)CC1 (stereo unspecified),0.95,6,-6,-0.4,-6,-0.1,99,1,2,100
O=C(Cc1ccc(Br)cc1)N1CCN(c2ccccc2)CC1,1.1,14,-14,0.0,-5,0.3,106,-7,4,100
CN(Cc1ccccc1)c1nc(N)c([N+](=O)[O-])c(Nc2cccc(F)c2)n1,0.89,-2,2,0.1,-2,4.5,98,2,-16,118
CCO[C@H]1OC(C(=O)N2CCN(Cc3ccccc3)CC2)=C[C@@H](c2ccccc2)[C@@H]1CCCO,0.91,3,-3,0.1,-10,0.9,101,1,.,.
Cn1c(-c2ccccc2)cnc1SCC(=O)N1CCCc2ccccc21,1.1,-11,10,1.1,13,1.8,103,-4,12,88
O=C(CCSc1ccccn1)c1ccccc1,1.6,3,-3,-0.3,27,2.0,106,-8,12,98
COc1cc(OC)cc(C(=O)Nc2ccccc2C(=O)N2CCCC2)c1,0.97,13,-13,0.0,-2,0.4,120,-22,5,100
COC(=O)c1ccc(CN(c2ccccn2)S(=O)(=O)c2ccccc2)cc1,0.93,0,0,-0.2,-7,2.3,98,3,3,102
O=C(NCCN1CCCC1)c1ccc(CS(=O)(=O)c2c(Cl)cccc2Cl)o1,1.1,1,-1,-0.2,-7,0.2,101,-1,11,98
Cc1c(C(=O)Nc2ccccc2C(=O)N2CCCC2)cccc1[N+](=O)[O-],1.3,-7,7,0.0,-6,2.8,102,-4,8,99
COCCn1c(SCC(=O)N2CCCC2)nnc1-c1ccoc1C,1.1,28,-28,-0.4,-8,-0.2,102,-2,2,104
CSc1nnc2n(-c3ccc(C)cc3)c(=O)c3c4c(sc3n12)COC(C(C)C)C4 (stereo unspecified),1.2,.,.,-0.1,-6,1.8,74,29,26,85
Nc1ncnc(NCc2ccc(F)cc2)c1[N+](=O)[O-],0.76,-7,7,-0.2,-7,2.3,84,16,17,90
C/C(=N\NC(=S)Nc1ccc(F)cc1)c1ccc2c(c1)OCCO2,1.4,26,-26,-0.4,5,-1.1,117,-19,-12,113
COc1ccc(NC(=O)C(=S)N2CCCC2)cc1,1,3,-3,0.1,-1,0.4,123,-29,6,99
Cc1nn(CCC(=O)O)c(C)c1C,0.96,-4,4,-0.3,-9,0.8,97,3,3,97
COC(=O)CSc1nnc(CNC(=O)c2cccc(C)c2)n1-c1ccccc1OC,1.2,8,-8,-0.2,-4,-0.3,97,3,0,102
CCOC(=O)c1sc(NC(=O)Nc2ccc(Cl)cc2)nc1C,1.8,21,-21,-0.3,4,2.0,129*,-32,10,97
CN1C(=O)CSc2ccc(NC(=O)N3CCN(c4ccccn4)CC3)cc21,0.74,6,-6,-0.5,-2,1.4,87,15,14,85
COC(=O)C1C(=O)C2=C(CC1C)Nc1ccccc1NC2c1ccc(C)s1 (stereo unspecified),1,19,-19,-0.4,-3,1.8,99,-1,10,94
O=C1CC(N2CCN(c3ccc(S(=O)(=O)N4CCOCC4)cc3)CC2)C(=O)N1Cc1ccccc1 (stereo unspecified),1.1,-3,3,-0.2,-7,1.0,104,-4,5,99
Cc1cccc2nc(-c3ccco3)c(Nc3ccc4c(c3)OCO4)n12,1.2,11,-11,-0.4,1,-0.3,87,11,-3,107
CC(C)CN(CC(C)C)C(=O)CS(=O)(=O)Cc1ccccc1,1,2,-2,0.2,-1,1.4,100,0,3,101

# Results in FLuc inh counter, STAT1 activator and Hsp70 act, for some of the entries so far:
Structure	FLuc inh counter	STAT1 activator	Hsp70 act
CCOC(=O)c1sc(NC(=O)Nc2ccc(Cl)cc2)nc1C	4	129*	-0.3
Cc1nn(CCC(=O)O)c(C)c1C	-9	97	-0.3
COCCn1c(SCC(=O)N2CCCC2)nnc1-c1ccoc1C	-8	102	-0.4

# Other results.
SMILES,NF-kB expr up,APP 5'UTR act,APP transl inh,Hsp70 act,FLuc inh counter,RAM network inh,STAT1 activator,STAT1 blocker,STAT3 blocker,STAT3 activator
COc1ccc(C(OCC2CO2)c2ccc(OC)cc2)cc1 (stereo unspecified),1.1,-7,7,-0.3,-6,2.9,98,2,-4,105
CCOC(=O)N1CCC(NC(=S)Nc2ccc3nc(N4CCN(CC)CC4)cc(C)c3c2)CC1,0.78,-12,12,-0.2,-11,-0.3,90,11,3,97
COc1ccccc1C(=O)OCc1c(F)cccc1Cl,1.1,-3,3,-0.4,-3,0.1,106,-7,1,108
CC(C(=O)Nc1ccccn1)N1C(=O)C2C3C=CC(C3)C2C1=O (stereo unspecified),0.92,-8,8,0.1,-4,0.3,96,5,2,102
COc1cccc(NC(=O)Nc2ccc(C(C)(C)C)cc2)c1,4.3*,120,-120,0.1,41,9.9*,151*,-57,4,103
COc1ccc(CN2C(=O)c3ccccc3C2C(=O)NC2CCCC(C)C2C)c(OC)c1 (stereo unspecified),1.3,17,-18,-0.2,-10,6.4,95,4,3,105
COc1ccc2oc(=O)c(/C(C)=N/NC(=O)c3ccncc3)cc2c1,1.1,1,-2,-0.1,-4,0.6,101,-1,-2,102
O=C(Cn1ncc(Cl)c(Cl)c1=O)N1CCN(Cc2ccccc2)CC1,0.12,-90,90*,0.7,-4,0.1,90,12,-3,107
CSCCOC(=O)C1=C(C)Nc2ccc(C)cc2S1,1.2,-5,5,0.0,-5,1.5,97,-3,-10,108
Cc1c(CCC(C)C)c(-n2ccnc2C)n2c(nc3ccccc32)c1C#N,1.2,2,-2,-0.2,-2,-0.1,97,3,13,93
Cc1ccc(-c2nnn(CC(=O)N3CCCc4ccccc43)n2)cc1,0.96,10,-10,-0.1,-9,0.7,102,-2,5,99
Clc1ccc(Cn2ncc3c(NCCN4CCOCC4)ncnc32)cc1,0.76,-10,10,-0.1,-5,1.2,93,7,5,98
O=C(O)CC(NC(=O)COc1ccc(Cl)cc1Cl)C(=O)O (stereo unspecified),1.1,11,-11,-0.3,2,-0.9,108,-8,2,100
CCC(=O)Nc1ccc(C(=O)CN2CCC(C)CC2)cc1,1.1,3,-3,0.1,-6,0.9,104,-7,2,106
C[C@@H]1NC(=O)c2cc([N+](=O)[O-])cc(I)c2NCCCC[C@@H](C(N)=O)NC(=O)[C@H](CCC(=O)O)NC1=O,0.92,9,-9,0.0,1,-0.3,104,-4,-2,100
CCc1cc(SC#N)cc(CC)c1NC(=O)CCl,0.96,-10,10,0.3,-2,0.5,95,6,-9,111
Cn1cccc1Cc1nnc(SCC(=O)N2CCCCCC2)n1CCc1ccccc1,0.74,6,-6,-0.3,-4,1.9,94,6,-1,105
Cn1c(=O)c2c(nc(SCC(=O)NCc3ccc4c(c3)OCO4)n2Cc2ccc(Cl)cc2)n(C)c1=O,1,15,-15,-0.2,1,3.6,98,4,-8,108
CCOC(=O)c1[nH]c2ccc(OC)cc2c1NC(=O)C(C)N1CCC2(CC1)OCCO2 (stereo unspecified),0.69,7,-7,-0.1,-1,1.5,98,2,-4,107
Cn1c(=O)c(C(=O)Nc2ncccn2)c(O)c2ccccc21,1.6,66,-34,-0.1,70*,-0.4,108,-10,-31,132
COCC(C)NC(=O)c1cccc([N+](=O)[O-])c1 (stereo unspecified),1,12,-12,-0.1,-7,-1.1,115,-18,-4,107
Cc1ccc(C(=O)COC(=O)c2ccc3c(c2)C(=O)N(c2cccc4ncccc24)C3=O)cc1,1.3,5,-5,-0.4,4,5.3,94,7,1,97
O=S(=O)(NC1CCCCCC1)c1ccc(Br)s1,1.2,5,-5,0.1,-2,1.2,96,5,4,98
CN1CC(=O)N(CC(=O)Nc2ccc(Cl)c(C(F)(F)F)c2)C1=O,2.3,3,-3,-0.1,-2,1.1,104,-4,-2,108
CC(Nc1cc(N2CCN(S(C)(=O)=O)CC2)ccc1[N+](=O)[O-])c1ccccc1 (stereo unspecified),0.56,5,-5,-0.3,-2,7.2,91,10,13,92
CN1CCCN(S(=O)(=O)c2ccc3c(c2)OCCO3)CC1,1,-9,8,0.3,-7,0.4,98,2,9,95
